# Bioassay records (PubChem BioAssay)
# EPAC1 antagonist: qHTS for Antagonist of cAMP-regulated guanine nucleotide exchange factor 3 (EPAC1): primary screen | AID 720709, 2013 | Rap guanine nucleotide exchange factor 3 (Homo sapiens), O95398 | EPAC1 GEF assay, Rap1b-BODIPY-GDP exchange fluorescence | hit rate 0.14% among 360,000 | Potency, µM (titrated, usually from 115 µM), for the others: at the top dose activity change, negative = inhibition, hits mostly inhibitors;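 also: potency is read from the fitted curve at half-maximal effect; plate controls were vehicle for no effect and positive control for full effect; nearly all actives have a fitted effect of over 50% in size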
# WRN inhibitor: qHTS for Inhibitors of WRN Helicase; WRN helicase unwinding, fluorescent forked duplex, kinetic; Potency, µM (highest dose often 114 µM), inactives show at the top dose activity change, negative = inhibition, hits mostly inhibitors; hit rate 0.46% among 360,000; AID 651768, 2012; also: potency is read from the fitted curve at half-maximal effect; % is scaled to controls: 0 for no effect and ±100 for the full control effect; nearly all actives have a fitted effect of over 55% in size
#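 Primary qHTS, 1536-well format. 20 nM WRN + compound, 15 min RT; start with 100 nM forked fluorophore/quencher duplex, 2 mM ATP (final); kinetic read ex 525/em 598 nm.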
# EPAC2 ag: qHTS for Agonist of cAMP-regulated guanine nucleotide exchange factor 4 (EPAC2): primary screen; hit rate 0.079% among 360,000; EPAC2 activation, biochemical qHTS; response scale: 100% = 6.5 mM cAMP response; Rap guanine nucleotide exchange factor 4 (Homo sapiens), Q8WZA2; Potency, µM (top dose mostly 154 µM), for the others: at the top dose activation, actives largely listed as activators; AID 720711, 2013; also: potency is read from the fitted curve at half-maximal effect; nearly all actives have a fitted effect of over 50% in size
#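 EPAC2 (100 nM) mixed with Rap1B loaded with BODIPY-GDP (250 nM) plus 50 uM unlabeled GDP; compounds pinned in, 5 min RT, then read every 5 min for 30 min (ex 480, em 540 nm). Normalized to cAMP control.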
# PLK1 PBD inh: qHTS for Inhibitors of PLK1-PDB (polo-like kinase 1 - polo-box domain): Primary Screen; Serine/threonine-protein kinase PLK1 (Homo sapiens), P53350; Plk1 PBD binding of FITC phosphopeptide, fluorescence polarization; Potency, µM, inactives show max response, negative = inhibition, most hits filed as inhibitors; hit rate 2.8% among 360,000; AID 720504, 2013; also: potency is read from the fitted curve at half-maximal effect; series mostly up to about 57 µM; % is scaled to controls: 0 for no effect and ±100 for the full control effect; nearly all actives have a fitted effect of over 65% in size
# Target sequence (P53350 whole entry, looked up, the tested form may be a part): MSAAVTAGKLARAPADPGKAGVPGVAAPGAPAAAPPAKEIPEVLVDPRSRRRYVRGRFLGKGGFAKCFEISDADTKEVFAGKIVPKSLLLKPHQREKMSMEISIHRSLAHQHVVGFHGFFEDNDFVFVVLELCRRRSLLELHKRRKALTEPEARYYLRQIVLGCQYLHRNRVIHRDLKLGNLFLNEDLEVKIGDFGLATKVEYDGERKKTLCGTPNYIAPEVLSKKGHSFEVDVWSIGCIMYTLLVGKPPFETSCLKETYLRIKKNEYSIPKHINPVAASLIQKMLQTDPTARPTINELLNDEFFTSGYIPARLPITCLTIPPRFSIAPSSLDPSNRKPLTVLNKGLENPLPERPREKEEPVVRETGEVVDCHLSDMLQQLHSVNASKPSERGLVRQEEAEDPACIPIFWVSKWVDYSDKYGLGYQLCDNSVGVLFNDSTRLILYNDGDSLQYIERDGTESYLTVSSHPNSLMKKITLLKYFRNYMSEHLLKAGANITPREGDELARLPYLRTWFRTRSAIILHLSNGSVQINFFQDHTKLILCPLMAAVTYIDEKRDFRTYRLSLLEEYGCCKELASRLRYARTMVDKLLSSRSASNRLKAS
# EPAC1 ag: qHTS for Agonist of cAMP-regulated guanine nucleotide exchange factor 3 (EPAC1): primary screen; AID 720707, 2013; EPAC1 agonist qHTS, biochemical assay; response scale: 100% = response to 6.5 mM cAMP; Potency, µM (highest dose often 154 µM), without a hit: top-dose activation, usual class: activators; hit rate 0.073% among 360,000; Rap guanine nucleotide exchange factor 3 (Homo sapiens), O95398; also: potency is read from the fitted curve at half-maximal effect; nearly all actives have a fitted effect of over 60% in size
#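 Compounds were pinned as a concentration titration into mixtures of EPAC1 (100 nM), BODIPY-GDP-loaded Rap1B (250 nM) and GDP (50 uM). After 5 min at room temperature, fluorescence was followed for 30 min; activity was scaled to 6.5 mM cAMP.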
# IL-2 act: qHTS of IL-2 Activators; IL-2 activation reporter assay, cell-based qHTS; stimulated with anti-CD3/CD4/CD28 beads; in transgenic mouse T cells; activation, % (series mostly up to about 46 µM); hit rate 0.065% among 360,000; in the data active = activation above about 50%; inconclusive = mostly about 30% to 49%; also: 0% is about no effect
#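 Unstimulated transgenic mouse T cells preincubated 60 min with compound, then stimulated with anti-CD3/anti-CD4-coated beads plus anti-CD28 for 18 h at 37 degrees C. IL-2 response read as EGFP and DsRed fluorescence by plate cytometry.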
# CCT chaperon mod: High-Throughput Screening for Modulators of Cytosolic Chaperonin Activity; purified chaperonin ATPase assay, HTRF ADP detection, 30 min; AID 651819, 2012; hit rate 0.3% among 360,000; activity change, % (no concentration beside the values), hits read low; in the data active = activity change below about -30%; also: % is scaled to controls: 0 for no effect and ±100 for the full control effect
#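 Enzyme 40 or 20 nM (batch-dependent) in Tris pH 7.4/KCl/MgCl2/DTT; cpd 76 uM single point; ATP 10 uM; 30 min 37 °C; Transcreener ADP HTRF detection, 30 min RT; ratio 665/615.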
# PI5P4K alpha inh: qHTS for Inhibitors of phosphatidylinositol 5-phosphate 4-kinase (PI5P4K); Phosphatidylinositol 5-phosphate 4-kinase type-2 alpha (Homo sapiens), P48426; PI5P4Kalpha enzyme, ADP-Glo luminescence, 60 min; active compounds read low; max response, %; hit rate 1.2% among 330,000; AID 652105, 2013; active = max response of -50% or lower; inconclusive = between -30% and -50%; inactive = -30% or higher; also: value at the top dose of about 77 µM; % is scaled to controls: 0 for no effect and ±100 for the full control effect
# Target sequence (P48426 whole entry, looked up): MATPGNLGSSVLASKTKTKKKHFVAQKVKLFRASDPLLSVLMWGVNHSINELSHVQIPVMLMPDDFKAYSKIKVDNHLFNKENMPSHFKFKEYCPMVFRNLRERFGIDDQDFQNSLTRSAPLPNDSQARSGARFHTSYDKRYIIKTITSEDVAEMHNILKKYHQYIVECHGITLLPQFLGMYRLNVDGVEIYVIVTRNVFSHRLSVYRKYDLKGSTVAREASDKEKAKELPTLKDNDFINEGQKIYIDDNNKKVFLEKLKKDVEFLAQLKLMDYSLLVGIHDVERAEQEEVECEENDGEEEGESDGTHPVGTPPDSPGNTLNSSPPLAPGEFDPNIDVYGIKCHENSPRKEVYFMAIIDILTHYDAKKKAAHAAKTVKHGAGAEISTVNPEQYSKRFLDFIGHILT
#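 qHTS, 1536-well: enzyme/substrate mix, compound by pin tool, 5 microM ATP final; RT 60 min; ADP-Glo reagents 1 (45 min) then 2 (30 min); luminescence.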
# The depositor's hits bear a star; ? = inconclusive; nt = not tested or not shown; [ ] = dose if it differs, or a comment. Unless noted, calls follow the shape of the dose curve; as a rule, active = well fitted curve in the direction sought with a large enough effect; inconclusive = small, poorly fitted or top-dose-only effect, or another doubt; inactive = no such curve, though single readings can be large; an effect the other way counts as inactive or inconclusive. These rows are one share of the data; count on the stated rates, not on these rows.
SMILES,EPAC1 antagonist,WRN inhibitor,EPAC2 ag,PLK1 PBD inh,EPAC1 ag,IL-2 act,CCT chaperon mod,PI5P4K alpha inh
COC(=O)c1cnc2c(c1C(=O)OC)c(=O)n(C)c(=O)n2C,8%,3%,-1%,-7%,-4%,-0.3,-1.6,-2
O=C(COC(=O)Cc1c(F)cccc1Cl)NCc1ccc2c(c1)OCO2,7%,-8%,5%,3%,6%,0.0,2.9,-1
COc1ccc(OCC(=O)NC2CCSc3ccccc32)cc1 (stereo unspecified),-9%,-8%,6%,1%,3%,2.0,-0.2,1
COC(=O)CSc1nnc(-c2ccccc2OC)n1-c1ccc(C)cc1,-13%,-7%,1%,27µM*,8%,3.8,-0.7,-9
CC1CCCCN1S(=O)(=O)c1ccc2c(c1)C(C)(C)C(=O)N2C (stereo unspecified),-11%,3%,8%,-4%,-2%,-3.5,-0.2,-1
CC(C)CNc1cc(=O)n(C)c(=O)n1C,-12%,-13%,7%,-13%,-1%,1.8,2.4,6
CCCc1cc(=O)n2[nH]c(-c3ccc(Cl)cc3)cc2n1,-8%,4%,-1%,-3%,2%,0.0,2.4,-16
COc1ccccc1NCCC(=O)O,7%,2%,-2%,-5%,11%,-0.4,0.3,1
CC(C)C(=O)Nc1ccc(C(=O)NNC(=S)NC(=O)c2cccs2)cc1,34%[activator],-21%[57.1 µM],0%,-9%,2%,-0.5,1.4,-8
O=C(C1CCC(CNc2c(N3CCCCC3)c(=O)c2=O)CC1)N1CCN(c2ccccn2)CC1 (stereo unspecified),-11%,1%,10%,-4%,9%,-0.4,-1.9,-1
O=C(c1cccc(F)c1)N1CCc2ccccc21,7%,-7%,10%,1%,-1%,-0.2,1.1,nt
CC(NC(=O)Nc1nccs1)(C(F)(F)F)C(F)(F)F,8%,-4%,1%,4%,-8%,0.4,0.7,2
COc1ccccc1CCNC(=O)c1nc(-c2cccs2)no1,-1%,-15%,7%,-4%,-5%,-3.8,1.3,4
COc1ccc(C(=O)Nc2cccc(NC(=O)c3ccc(OC)cc3OC)n2)c(OC)c1,-7%,-8%,4%,0%,-4%,-0.4,-0.8,0
Cc1cc2oc(=O)cc(CN(C)Cc3cccc(F)c3)c2cc1Cl,-15%,-9%[57.1 µM],7%,6%,5%,-0.9,-0.7,10
O=C(Cc1cccs1)N(Cc1ccco1)C1(C(=O)NC2CCCCC2)CCCCC1,5%,-3%,-4%,-8%,-3%,2.1,0.3,0
O=C(NCCOc1ccccc1Cl)c1cc(F)c(F)cc1Cl,-17%,-2%,5%,-4%,0%,0.1,-0.4,0
O=C(Nc1ccccc1C(=O)NCCCN1CCOCC1)c1cccc([N+](=O)[O-])c1,14%,-25%,-5%,-6%,-4%,-2.9,-2.1,12
Cc1ccsc1CN(C)CC(=O)Nc1ccccc1C(=O)NC1CC1,3%,-19%,1%,-1%,13%,1.8,-4.3,5
CCC(C)NC(=S)Nc1ccc(C(=O)OC)cc1 (stereo unspecified),-12%,-13%[57.1 µM],-7%,-13%,-3%,-4.0,1.8,4
O=C(O)c1cc2cc(OCc3ccccc3)ccc2[nH]1,12%,0%[57.1 µM],4%,-15%,-5%,0.5,0.0,nt
O=C(NC1C2CC3CC(C2)CC1C3)c1ccc2c(c1)OCO2 (stereo unspecified),-19%,1%,4%,-8%,-3%,-0.9,-4.1,-3
FC(F)(F)c1ccccc1NC(=S)NN1CCOCC1,5%,1%,2%,3%,2%,1.4,-15,-4
CCCC1=C(C(=O)OCC)C(c2ccc(N(C)C)cc2)n2ncnc2N1 (stereo unspecified),6%,1%,-15%,-1%,0%,-1.9,0.5,nt
O=C(COC(=O)CN1C(=O)c2ccccc2C1=O)Nc1ccccc1C(F)(F)F,8%,-1%,5%,-8%,-1%,-1.3,-0.1,?
Cc1ccc(NC(=O)CN2CCN(C)CC2)cc1Br,5%,6%,4%,-8%,12%,-0.6,-0.8,-1
Cc1ccc(S(=O)(=O)N2CCN(C(=O)COC(=O)/C=C/c3ccc([N+](=O)[O-])cc3)CC2)c(C)c1,6%,5%,4%,-3%,2%,1.7,-3.3,0
O=C(c1ccccn1)N1CCN(S(=O)(=O)c2ccc(F)cc2)CC1,-8%,-1%,0%,-4%,-3%,2.1,0.0,3
CCCCC(c1nnnn1CS(=O)(=O)c1ccc(C)cc1)N1CCC(C(N)=O)CC1 (stereo unspecified),17%,0%,10%,-9%,2%,0.2,-0.8,-4
CCn1c(CNC(=O)c2cccs2)n[nH]c1=S,8%,2%,5%,-12%,-1%,-1.7,-2.0,3
CCCCn1c(N)c(N(CCOC)C(=O)c2c(-c3ccccc3)noc2C)c(=O)[nH]c1=O,-5%,-1%,1%,-14%,10%,-0.3,-2.1,-8
CS/C(=N\S(=O)(=O)c1ccc(Cl)cc1)c1ccccc1,0%,-6%,9%,-8%,0%,-0.2,-0.8,nt
O=C(CSc1nc2cc(Cl)ccc2s1)c1cc2ccccc2o1,-7%,?,11%,?,19%,3.1,-4.2,nt
COc1ccc(Cl)cc1NC(=O)c1ccoc1C,0%,-2%,0%,-11%,-8%,0.6,-0.9,-21
O=C(CNC(=O)/C(=C\c1ccc(F)cc1)NC(=O)c1ccccc1)OCc1ccccc1,13%,6%,20%,1%,0%,-0.4,-3.2,-4
CCC(C(=O)Nc1ccc(C(=O)O)cc1NC(=O)C(CC)c1ccccc1)c1ccccc1 (stereo unspecified),0%,6%,-2%,-17%,13%,0.9,-1.8,5

# 4 structures from above, ordered by SMILES length, falling:
SMILES,EPAC1 antagonist,WRN inhibitor,EPAC2 ag,PLK1 PBD inh,EPAC1 ag,IL-2 act,CCT chaperon mod,PI5P4K alpha inh
O=C(CNC(=O)/C(=C\c1ccc(F)cc1)NC(=O)c1ccccc1)OCc1ccccc1,13%,6%,20%,1%,0%,-0.4,-3.2,-4
O=C(COC(=O)CN1C(=O)c2ccccc2C1=O)Nc1ccccc1C(F)(F)F,8%,-1%,5%,-8%,-1%,-1.3,-0.1,?
CS/C(=N\S(=O)(=O)c1ccc(Cl)cc1)c1ccccc1,0%,-6%,9%,-8%,0%,-0.2,-0.8,nt
Cc1ccc(NC(=O)CN2CCN(C)CC2)cc1Br,5%,6%,4%,-8%,12%,-0.6,-0.8,-1

# Continuation.
SMILES,EPAC1 antagonist,WRN inhibitor,EPAC2 ag,PLK1 PBD inh,EPAC1 ag,IL-2 act,CCT chaperon mod,PI5P4K alpha inh
Cc1ccc(O)c(C(=O)c2cnc3onc(-c4ccc(F)cc4)c3c2)c1,-4%,-26%,14%,-13%,6%,-0.4,1.6,-16
COc1ccc(C(=O)NC(Nc2ccc(C)cc2)C(Cl)(Cl)Cl)cc1 (stereo unspecified),-10%,-39%,20%,-11%,13%,-4.8,-2.4,9
Cc1cn(Cc2ccccc2Cn2cc(C)c(=O)[nH]c2=O)c(=O)[nH]c1=O,-2%,-3%,8%,2%,5%,5.4,-0.1,6
O=C(NCC(=O)N1CCCC(C(F)(F)F)C1)c1ccc2ccccc2c1 (stereo unspecified),2%,-3%,1%,0%,10%,0.0,-0.9,0
Nc1ccccc1Nc1c(F)c(F)nc(F)c1Cl,-3%,-6%,4%,-2%,-6%,-0.4,-5.0,-5
CS(=O)(=O)Nc1ccc(Oc2ncccn2)cc1,-13%,2%,12%,-3%,1%,0.0,-0.2,3
O=C(CSc1nc2ccccc2o1)N1CCN(S(=O)(=O)c2ccc3ccccc3c2)CC1,5%,1%,4%,-4%,8%,0.4,-2.1,10
Cc1c(C(=O)N/N=C/c2cccs2)nnn1-c1nonc1N,0%,-3%,-1%,-4%,-4%,-2.1,-1.0,4
COc1ccc(-n2ncc3c(NCc4ccccn4)ncnc32)cc1,6%,1%,6%,-4%,0%,-3.0,-1.8,-9
CCOc1ccccc1N1CN(Cc2ccccc2)CNC1=S,-9%,-1%,0%,-6%,12%,0.6,-7.6,3
Cc1cc(=O)oc(C)c1C(=O)NCCC(C)C,11%,1%,5%,-5%,-2%,1.5,-0.8,nt
COc1ccc(C(C(=O)NC(C)(C)C)n2c(COc3ccc(C)cc3)nc3ccccc32)cc1 (stereo unspecified),-6%,-5%,13%,-2%,-8%,-0.7,nt,4
CCOc1ncccc1C(=O)OC(C)C(=O)Nc1ccc(N2CCOCC2)cc1 (stereo unspecified),-4%,7%,8%,-3%,-1%,0.9,-1.3,-1
O=c1c(/C=N/Nc2ccccc2)c(Sc2nnnn2-c2ccccc2)nc2ccccn12,5%,0%,-65%[inhibitor],7%,4%,90*,0.8,nt
CCOC(=O)c1nc(C)nc(Sc2n[nH]c(-c3ccccc3)n2)c1C,-3%,-4%,4%,0%,8%,0.0,-2.1,2
N#CCC(=O)Nc1ccc(C(=O)OCC(=O)NC2CCCc3ccccc32)cc1 (stereo unspecified),1%,4%[11.6 µM],-8%,4%,3%,-2.1,-0.7,?
CCCCNC(=O)N1CCN(C(=O)c2ccco2)CC1,-6%,-5%,5%,-7%,4%,-2.0,-1.5,-1
Cc1c(C(=O)NC2CCCc3ccccc32)oc2ccc(S(=O)(=O)N3CCCC3)cc12 (stereo unspecified),6%,-1%,2%,-16%,8%,-2.3,-4.9,nt
O=C(Nc1ccnn1C1CCN(Cc2ccccc2)CC1)C1CCOC1 (stereo unspecified),-3%,-11%,1%,-3%,-2%,-0.7,0.0,-6
Cc1ccnc(NS(=O)(=O)c2ccc(NC(=O)c3c(-c4ccccc4Cl)noc3C)cc2)n1,8%,-5%,9%,-3%,0%,-1.0,0.1,0
OC(CNCCC1C=Nc2ccccc21)Cn1c2ccc(Cl)cc2c2cc(Cl)ccc21 (stereo unspecified),-11%,3%,-3%,-9%,11%,-0.8,-2.7,7
CC(C)CCN1C(=O)c2ccc(C(=O)NCC3CCCO3)cc2C1=O (stereo unspecified),4%,-9%,6%,-4%,6%,-0.2,-4.3,2
